Assay outcomes from PubChem.
BB579 growth dn: yeast BB579 growth reduction in restrictive medium. inhibition, % at 10 µM. S. cerevisiae BB579 growth, OD615, 48 h. AID 804. 140,000 compounds, 0.51% hits;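 active means inhibition above a set limit, 3 SD over the mean compound inhibition, cut at about 44% in these data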; further: inactives centre near -24
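System: Saccharomyces cerevisiae DeaD strain BB579, replicative lifespan model yeast. Buffer or medium: restrictive glucose-based CSMM-D medium. Doses: one dose, 10 µM compound with 0.25% DMSO. Timing: 4 h preincubation and 48 h exposure at 30 °C. Detection: turbidity as optical density at 615 nm. Benchmarks: amphotericin B 10 µg/mL, positive.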
GALR2 blocker: blocks the human galanin receptor 2 | O43603 | GALR2-expressing cells, antagonist mode | inhibition, % at 4 µM | 140,000 compounds, 0.39% hits | AID 828; in the data active means inhibition above about 27%;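 further: cells stimulated with galanin 1-16 at roughly its EC80; 0% = agonist challenge control and 100% = basal control without agonist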
Target sequence (O43603 whole entry, looked up): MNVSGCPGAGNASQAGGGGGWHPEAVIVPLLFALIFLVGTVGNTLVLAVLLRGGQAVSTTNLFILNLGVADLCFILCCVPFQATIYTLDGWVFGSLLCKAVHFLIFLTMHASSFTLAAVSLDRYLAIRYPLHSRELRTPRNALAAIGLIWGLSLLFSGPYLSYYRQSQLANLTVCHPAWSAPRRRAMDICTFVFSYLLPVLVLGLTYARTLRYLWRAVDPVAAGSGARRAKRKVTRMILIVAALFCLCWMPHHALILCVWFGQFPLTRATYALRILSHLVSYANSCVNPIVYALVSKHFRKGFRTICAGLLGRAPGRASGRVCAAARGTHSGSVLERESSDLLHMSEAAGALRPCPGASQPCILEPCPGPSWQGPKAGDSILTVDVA
E-sel TNF inh: blocks E-selectin expression induced by TNF alpha | AID 1246 | 120,000 compounds, 0.71% hits | inhibition, % at 2 µM | HUVEC TNFa-induced E-selectin immunofluorescence, high content;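 active means inhibition above the batch mean plus 3 SD, and confirmed as a hit on visual image review, cut at about 43% in these data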;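 further: 0% = TNF-stimulated DMSO wells and 100% = unstimulated control wells; not every result past the cut was called active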
bCat KO growth: beta-catenin-lacking colon tumor cell growth suppression | viability, % at 10 µM | HCT116 beta-catenin knockout viability, CellTiter-Glo, 60 h; active compounds read low | 140,000 compounds, 1.5% hits;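 active means viability at or under a set limit, the compound median less 4 SD, cut at about 6% in these data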;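 further: 0% = Hyamine 1622 control at 20 µM and 100% = untreated cell control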
PTEN del growth: PTEN-deleted cell growth suppression. HCT116 PTEN-null viability, CellTiter-Glo, 60 h; active compounds read low. viability, % at 10 µM. 140,000 compounds, 1.2% hits. AID 827;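 active means viability at or below a set limit, 4 SD under the median of all tested compounds, cut at about 3.7% in these data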;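 further: PTEN knockout HCT116 line with beta catenin targeted HCT116 as companion control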
Measles CPE: protection of cells from measles virus. Measles virus-infected cells, CPE protection, absorbance. protection (pct of control), % at 4 µM. 140,000 compounds, 1.5% hits; in the data active means protection mostly above about 24%, no sharp cut-off; inactive means mostly below about 26%; further: some compounds called inactive have numbers as strong as hits
MRP-1 activ: MRP-1 activation; viability increase, % at 10 µM; H69AR cells + doxorubicin, viability rescue, CellTiter-Glo; 140,000 compounds, 0.61% hits;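 active means viability gain under doxorubicin at or above a set limit, the compound median plus 3 SD, cut at about 4.7% in these data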;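 further: MRP-1 overexpressing cells given doxorubicin 25 µM after compound pretreatment; 18-22 h compound pretreatment then 72 h with doxorubicin before readout; 0% = doxorubicin-only wells and 100% = vehicle-treated cells without doxorubicin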
NPY Y2 blocker: NPY-Y2 (human) receptor antagonism | P49146 | NPY-Y2 expressing cells, antagonist mode | inhibition, % at 2.7 µM | 140,000 compounds, 0.99% hits | AID 793; in the data active means inhibition above about 17%;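 further: 0% = vehicle with agonist challenge and 100% = reference antagonist with challenge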
Target sequence (P49146 whole entry, looked up): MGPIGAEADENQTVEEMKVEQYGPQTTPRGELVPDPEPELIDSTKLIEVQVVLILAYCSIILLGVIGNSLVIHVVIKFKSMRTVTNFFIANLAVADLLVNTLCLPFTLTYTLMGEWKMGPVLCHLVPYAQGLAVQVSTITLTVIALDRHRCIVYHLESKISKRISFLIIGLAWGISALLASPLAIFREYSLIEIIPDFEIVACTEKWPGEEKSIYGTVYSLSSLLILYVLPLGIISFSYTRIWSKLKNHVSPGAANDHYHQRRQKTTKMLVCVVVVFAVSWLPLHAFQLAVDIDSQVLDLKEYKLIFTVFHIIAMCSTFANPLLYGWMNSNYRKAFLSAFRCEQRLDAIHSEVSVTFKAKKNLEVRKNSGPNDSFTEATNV
Phagocytosis inh: macrophage phagocytosis inhibition; J774A.1 macrophage IgG-bead phagocytosis, imaging; inhibition, % at 5 µM; 110,000 compounds, 0.07% hits; AID 1029;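 active means inhibition above the mean of the plate negative controls plus 5 SD, cut at about 13% in these data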;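 further: phagocytic index as fraction of beads internalized from green versus red external bead signal; plate controls were DMSO negative control for no effect and cytochalasin-D positive control for full effect; some results beyond the cut were filed as inactive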
Yeast lifespan up: extends the lifespan of yeast | AID 775 | S. cerevisiae growth with nicotinamide, OD615; deaD strain in restrictive glucose medium | 130,000 compounds, 0.68% hits | inhibition of the nicotinamide effect, % at 10 µM;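 active means inhibition above a set limit, placed 3 SD over the median of all compounds, cut at about 26% in these data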;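 further: 0% = nicotinamide-treated wells and 100% = cells grown without nicotinamide; some compounds called inactive have numbers as strong as hits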
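Assay system: engineered S. cerevisiae DeaD replicative-lifespan strain, galactose-grown log-phase cells; Buffer or medium: CSMM-D glucose medium, restrictive; Probe or stimulus: nicotinamide 1.5 mM; Compound: single dose 10 µM compound, 0.25% DMSO; Schedule: 4 h preincubation then 48 h treatment at 30 °C; Technique: OD615 measurement.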
* = called active by the depositor; nt = no result given.

item | SMILES | BB579 growth dn | GALR2 blocker | E-sel TNF inh | bCat KO growth | PTEN del growth | Measles CPE | MRP-1 activ | NPY Y2 blocker | Phagocytosis inh | Yeast lifespan up
1 | COc1cccc(-n2c(SCc3c(C)noc3C)nnc2-c2cccc(S(=O)(=O)N(C)C)c2)c1 | -88 | -7 | -19 | 84 | 90 | 4 | -2.5 | 3 | -3 | -2
2 | COc1cccc(CNc2nc(SC)ncc2CO)c1 | -21 | -1 | nt | 88 | 88 | 21 | -1.4 | 1 | -2 | 5
3 | C#CCOc1ccc(Cl)cc1/C=N/O | -14 | 2 | 35 | 106 | 96 | 13 | -2.7 | 1 | -1 | -15
4 | Cc1[nH]n(-c2ccccc2)c(=O)c1/C=N/N(C)c1ccccc1 | -7 | 2 | nt | 78 | 85 | 9 | -2.3 | 2 | 0 | -6
5 | CC(C)/C=N/NC(=O)c1ccc(Cl)cc1 | -28 | 4 | nt | 99 | 102 | 4 | -1.2 | 1 | 0 | 2
6 | O=C(NCCN1C(=O)C2C3C=CC(C3)C2C1=O)Nc1cccnc1 (configuration not stated) | -11 | 0 | -8 | 105 | 97 | 24 | 0.7 | 1 | 0 | -7
7 | COc1ccc(-n2c(Cc3cccn3C)nnc2SCC(=O)Nc2cccc(Cl)c2)cc1 | -34 | 16 | nt | 72 | 63 | 5 | -2.3 | -2 | 0 | -7
8 | Cc1ccc(NC(=O)c2ccccc2NC(=O)Cc2ccccc2)cc1 | -35 | 2 | 8 | 95 | 93 | 5 | -0.1 | 4 | -1 | 4
9 | O=C(N/C(=C/c1cccnc1)C(=O)N1CCOCC1)c1ccco1 | -13 | 5 | nt | 83 | 95 | 23 | 1.0 | 1 | 0 | 4
10 | O=C(COc1cccc2cccnc12)N/N=C1\SCC(=O)N1Cc1ccccc1 | 1 | -1 | nt | 104 | 86 | 27 | -0.9 | 1 | -1 | -17
11 | COc1ccc(OC)c(NC(=S)NCCCN2CCOCC2)c1 | -4 | 7 | -36 | 95 | 97 | 6 | -3.6 | 3 | 3 | 6
12 | Cc1ccc(-n2c(Cc3cccn3C)nnc2SCC(=O)Nc2cc(C)on2)cc1 | -28 | -9 | nt | 93 | 91 | 7 | -1.1 | 2 | -2 | -5
13 | CS(=O)(=O)c1ccc(C(=O)NC2CCOC2=O)cc1 (configuration not stated) | 12 | -1 | nt | 110 | 103 | 10 | -0.4 | 3 | 0 | -16
14 | Cc1ccc(-n2ncc3c(SCc4cccc(C)c4)ncnc32)cc1 | -36 | 1 | 9 | 93 | 86 | 31 | 4.4 | 1 | -5 | -3
15 | CCN(CC)C(=O)c1ccc(-c2ccccc2)cc1 | -17 | -9 | 11 | 90 | 91 | 8 | 1.3 | 4 | 2 | 1
16 | C/C(N)=C(/C#N)C(=O)CSc1nnc(Nc2cccc(C)c2)s1 | -29 | 12 | 10 | 100 | 92 | 15 | -0.3 | 2 | nt | nt
17 | COc1ccc(C(C)=O)cc1COC(=O)c1c(C)noc1C | -50 | 13 | 9 | 68 | 62 | 3 | -1.9 | 3 | 0 | -14
18 | O=C(NCC1CCCCC1)C12CN(Cc3ccccc3)CC1C(c1cccc([N+](=O)[O-])c1)=NO2 (configuration not stated) | -55 | -6 | nt | 74 | 77 | 10 | -1.1 | -2 | -1 | -16
19 | CC(=N\Nc1ccccc1)/C(=N/O)C(=O)Nc1ccccc1 | -48 | 11 | -36 | 91 | 94 | 20 | -3.3 | -1 | 1 | -25
20 | CC1(C)CC(=O)c2cc(OCC(=O)N3CCCCCC3)ccc2O1 | -56 | 4 | -22 | 100 | 105 | 14 | 1.1 | 1 | 0 | -6
21 | CCCOc1ccc2c(=O)c(-c3cc(C(=O)OC)oc3C)c(C)oc2c1 | -36 | 0 | -9 | 89 | 90 | 8 | 4.1 | 3 | nt | -13
22 | O=C(Nc1cccnc1)C1(c2ccc(Cl)cc2)CCCC1 | -5 | -6 | 5 | 89 | 90 | 11 | -1.9 | 4 | -1 | -4
23 | O=C(c1n[nH]c(=O)c2ccccc12)N1CCOCC1 | -10 | -3 | nt | 102 | 100 | 14 | 0.6 | 2 | nt | -6
24 | COc1ccc(C(=O)/C(C#N)=N/Nc2ccccc2[N+](=O)[O-])cc1 | -30 | 11 | nt | 17 | 21 | 14 | -1.6 | 0 | nt | 2
25 | Cc1ccc(CNC(=O)CCS(=O)(=O)c2ccc(Br)s2)cc1 | -11 | -11 | 11 | 96 | 106 | 11 | 1.0 | 1 | 2 | -1
26 | COc1ccc(NC(=O)Cc2c(O)c3ccccc3[nH]c2=O)cc1 | -37 | -13 | 8 | 94 | 97 | nt | -0.5 | 6 | 0 | 1
27 | N#Cc1cc2c(nc1SCC(N)=O)CCCCC2 | -46 | 7 | 12 | 99 | 95 | 7 | -1.3 | -1 | -1 | -3
28 | Cc1ccccc1-n1nnc2c(=O)oc3ccccc3c21 | -56 | -7 | -8 | 89 | 104 | 4 | -1.1 | 0 | 0 | -2
29 | COc1cc(/C=C2/CCc3ccccc3C2=O)cc(OC)c1OC | -24 | -3 | nt | 10 | 4 | 19 | -5.3 | 3 | -3 | -6
30 | COc1cc2c(cc1NC(=O)C(C)Sc1nc3ccccc3n1C)oc1ccccc12 (configuration not stated) | -13 | 13 | nt | 84 | 84 | 9 | -1.1 | 3 | -2 | -5
31 | O=C(c1cc(-c2ccco2)nn1-c1cccc(Cl)c1)N1CCCCC1 | -9 | 2 | 10 | 78 | 71 | 26 | -1.5 | 2 | -1 | -15
32 | O=C(O)CSc1cc(C(F)(F)F)nc(-c2ccccn2)n1 | -6 | 0 | 12 | 90 | 90 | 6 | -1.0 | 2 | nt | -24
33 | CNC(=O)c1ccc(Oc2ccc(C(=O)NC)cc2)cc1 | -34 | 4 | 8 | 96 | 100 | 3 | 0.1 | 1 | 1 | -9
34 | CC(C)CC(=O)N/C(N)=N/c1nc2ccccc2s1 | 16 | -3 | 6 | 78 | 76 | 17 | -0.4 | 1 | -1 | -12
35 | Cc1ccc(S(=O)(=O)N(CC(=O)NCc2ccco2)Cc2ccc(F)cc2)cc1 | -14 | -11 | -26 | 81 | 85 | 10 | -3.3 | 4 | -1 | -1
36 | CCCNC(=O)/C=C/c1ccc(C(C)C)cc1 | -31 | 1 | nt | 91 | 90 | 15 | -1.7 | 5 | 0 | 6
37 | c1ccc(-c2n[nH]c(-c3ccccn3)n2)nc1 | -38 | 5 | -3 | 96 | 105 | 2 | 0.3 | 11 | -1 | -13
38 | CCCOC(=O)c1cc2ccccc2oc1=O | -42 | 1 | 13 | 105 | 115 | nt | -0.4 | 1 | 1 | -14
39 | Cc1c(NC2=NC(C)(C)Cc3ccccc32)c(=O)n(-c2ccccc2)n1C | -39 | 12 | -12 | 93 | 94 | 30 | 0.0 | 0 | nt | nt
40 | COc1ccccc1OCCNC(=O)c1cccs1 | -41 | -6 | -8 | 97 | 100 | 21 | -0.3 | 2 | 2 | -22
41 | O=C(CSc1nc(O)cc(=O)n1-c1ccccc1)Nc1ccc2c3c(cccc13)CC2 | -29 | -8 | -11 | 101 | 103 | 5 | -1.0 | 2 | -7 | 8
42 | N/C(=N\OC(=O)c1ccc(Cl)cc1)c1ccccn1 | -37 | -8 | 9 | 61 | 56 | 3 | -4.7 | 2 | -2 | -19
43 | CCOC(=O)N1CCN(S(=O)(=O)c2ccc(C(=O)Nc3nc4c(s3)CC(C)CC4)cc2)CC1 (configuration not stated) | -32 | -1 | -6 | 1.5* | 1.2* | 5 | -7.5 | 3 | 0 | -17
44 | CC1(C)CC(=O)C2=C(C1)N(Cc1ccc(F)cc1)C(=O)C2(NC(=O)c1cccnc1)C(F)(F)F (configuration not stated) | 2 | -17 | -12 | 108 | 94 | 16 | -0.8 | 2 | 1 | -7
45 | COc1ccc(CNC(=O)COC(=O)c2cccnc2Nc2cccc(C(F)(F)F)c2)cc1 | -90 | -8 | 32 | 41 | 64 | 9 | -2.2 | -4 | 0 | -5
46 | O=C(Nc1cnc2ccccc2c1)c1ccncc1 | 6 | 3 | 16 | 94 | 109 | 15 | -1.5 | 1 | 0 | -6
47 | CC1CCN(c2ccc(C(=O)NCc3ccco3)cc2[N+](=O)[O-])CC1 | -16 | 12 | 19 | 83 | 74 | 19 | -2.0 | 4 | -1 | 2
48 | COC(=O)c1sccc1NC(=O)c1c(C)cc(=O)oc1C | -15 | 5 | nt | 91 | 91 | 16 | -1.0 | 2 | 0 | -12
49 | CCOCCCNC(=O)c1ccc(CS(=O)(=O)Cc2ccccc2F)o1 | 3 | 0 | 5 | 91 | 101 | 42 | -1.9 | 2 | nt | -2
50 | CN(C)/C=C1/C(=O)N(c2ccc([N+](=O)[O-])cc2)N=C1c1ccccc1 | 2 | -6 | nt | 98 | 86 | 5 | -1.0 | -1 | 1 | -3
51 | CC1CCCN(C2=C(NS(=O)(=O)c3ccc(Cl)cc3)C(=O)c3ccccc3C2=O)C1 (configuration not stated) | 1 | -4 | nt | 74 | 71 | 19 | -3.7 | -8 | 0 | 3
52 | CC1CCN(C(c2cc3cc4c(cc3[nH]c2=O)OCO4)c2nnnn2CC2CCCO2)CC1 (configuration not stated) | -69 | -3 | 3 | 95 | 82 | 12 | -4.1 | 0 | 0 | -16
53 | CC1CCN(c2ccc(NC(=O)c3cccnc3)cc2)CC1 | -49 | 14 | 8 | 90 | 90 | 18 | -4.7 | 1 | -2 | -8
54 | Cc1ccc(C(=O)Nc2ccc([N+](=O)[O-])cn2)o1 | 0 | 3 | nt | 83 | 97 | 3 | 0.6 | 2 | 5 | -6
55 | Cc1cc2cc(CNS(=O)(=O)N(C)C)ccc2[nH]1 | -44 | 13 | -11 | 100 | 109 | 2 | -2.1 | 3 | nt | -2
56 | COc1ccc2nc(N3C(=O)CC(Cc4ccc(C)cc4)C3=O)sc2c1 (configuration not stated) | -29 | 9 | 3 | 90 | 91 | 14 | 1.8 | 2 | -7 | -3
57 | COc1ccc(NC(=O)C2CCN(S(C)(=O)=O)CC2)cc1Cl | -12 | -4 | 20 | 102 | 91 | 6 | -2.1 | 1 | nt | -11
58 | Cc1ccc(N=Cc2sc(O)c3ccccc23)cc1 | -45 | 28* | -32 | 76 | 65 | 1 | -2.0 | 2 | 0 | -13
59 | O=C(CN1C(=O)c2ccccc2C1=O)N1CCN(C2c3ccccc3-c3ccccc32)CC1 | -5 | -2 | nt | 92 | 93 | 21 | -2.1 | 1 | -4 | -3
60 | O=C(CSc1nnc(-c2ccncc2)n1-c1ccccc1)N1CCN(c2ccc(Cl)cc2)CC1 | -35 | -4 | -12 | 67 | 73 | 20 | -0.7 | 1 | -1 | -1
61 | CCOc1ccc(NC(=O)CSc2nc3ccccc3c(=O)n2CCNC(C)=O)cc1 | -56 | 13 | -13 | 95 | 94 | 4 | -0.9 | 0 | -3 | -2
62 | O=C(Nc1ccccc1C(=O)N1CCOCC1)C1CCCO1 (configuration not stated) | -49 | -12 | 14 | 102 | 88 | 12 | -1.0 | 2 | 0 | -9
